# Screens (PubChem)
# ERK AVP inh = qHTS Assay for Inhibitors of the ERK Signaling Pathway using a Homogeneous Screening Assay. 72,000 tested, 0.99% active. HEK293-V1b, vasopressin-stimulated pERK AlphaScreen. Potency, µM (highest dose often 57.5 µM), inactives show top-dose activity, negative = inhibition, hits mostly inhibitors. AID 995, 2007; further: potency means the concentration at half of the fitted maximal effect; on the % scale 0 is the no-effect control and ±100 the full control effect; nearly all actives have a fitted effect of over 55% in size
#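 Phosphorylated ERK1/2 detected via AlphaScreen bead proximity in lysates of V1b-expressing HEK293 cells given 25 nM vasopressin for 5 min after 30 min compound exposure (37 °C). AC50 from Hill equation; basal DMSO 0%, vasopressin 100%.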
# HADH2 inh = qHTS Assay for Inhibitors of HADH2 (Hydroxyacyl-Coenzyme A Dehydrogenase, Type II); 3-hydroxyacyl-CoA dehydrogenase type-2 (Homo sapiens), Q99714; recombinant HADH2, NADH fluorescence, beta-hydroxybutyryl-CoA; Potency, µM (series often up to 57.1 µM), without a hit: at the highest dose activity change, negative = inhibition, hits mostly inhibitors; 73,000 tested, 3.4% active; further: potency means the concentration at half of the fitted maximal effect; on the % scale 0 is the no-effect control and ±100 the full control effect; nearly all actives have a fitted effect of over 60% in size; many of its hits are not listed in these tables
# Target sequence (Q99714 whole entry, looked up, one chain of several): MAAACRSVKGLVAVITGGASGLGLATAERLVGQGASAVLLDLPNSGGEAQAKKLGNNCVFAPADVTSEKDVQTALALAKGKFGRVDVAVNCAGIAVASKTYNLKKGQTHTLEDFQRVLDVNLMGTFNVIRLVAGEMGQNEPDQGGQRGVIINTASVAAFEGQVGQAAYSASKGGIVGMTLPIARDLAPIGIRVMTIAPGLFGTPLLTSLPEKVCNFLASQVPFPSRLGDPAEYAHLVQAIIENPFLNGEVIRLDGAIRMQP
#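 20 nM HADH2 + cpd, 15 min RT; add 1 mM NAD+/90 uM beta-hydroxybutyryl-CoA; kinetic fluorescence 360/450 nm, 4 min. Tris-HCl pH 9.0, 0.01% Tween-20.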
# CRE Fsk mod = Cell signaling CRE-BLA (Fsk stim); CHO CRE-bla reporter (cAMP response element driving beta-lactamase), forskolin EC10, beta-lactamase ratio; Potency, µM (titrated, usually from 38.2 µM), for inactives: at the top dose activity change, negative = inhibition, hits mostly activators; 71,000 tested, 2.5% active; AID 662, 2007; active means well fitted activation curve with a large enough effect in the signal ratio, with a control signal flat, not every such curve was filed as active; inconclusive means small, poorly fitted or top-dose-only effect, or effect the other way, or a change in a side signal; the % refers to the signal ratio; further: potency means the concentration at half of the fitted maximal effect; % of control where 0% means no effect
#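 Using CellSensor CRE-bla CHO cells in Opti-MEM with 0.5% dialyzed FBS, compounds were titrated with EC10 NKH 477 for 3 h at 37 °C. CCF4 ratio (460/530 nm) gave %Activity; AC50 derived.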
# Rhodamine autofl = qHTS Assay for Spectroscopic Profiling in Rhodamine Spectral Region; max dye-equivalent concentration, M; Rhodamine-region fluorescence, 547/598 nm, Tris buffer; stronger effect = higher value; 59,000 tested, 0.05% active; in the data active means max dye-equivalent concentration above about 11 nM; inconclusive means between about 1.1 nM and that limit
#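 Intensities are converted to rhodamine-equivalent concentration using a six-point rhodamine standard on each plate. Compounds sit 15 min at room temperature in 100 mM Tris buffer, pH 8.0; read uses the 547/598 nm excitation/emission pair.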
# HBB splicing = qHTS Assay for Modulators of Hemoglobin Beta Chain Splicing; HBB splicing reporter cell assay, activation; EGFP reporter with mutant IVS2-654 intron; response scale: normalised to 500 nM splice-correcting PNA; Potency, µM (top dose mostly 46.1 µM), for the others: top-dose activation, hits mostly activators; 65,000 tested, 0.06% active; further: potency means the concentration at half of the fitted maximal effect; 0% is about no effect
#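 HeLa cells stably expressing EGFP interrupted by mutant beta-globin intron 2 (IVS2-654), 500/well in 2% FCS. Treated with compound for 2 days at 37C. Splicing correction scored as total well GFP intensity (488 nm excitation, 500-520 nm emission); 500 nM antisense PNA served as control.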
# TexasRed autofl = qHTS Assay for Spectroscopic Profiling in Texas Red Spectral Region; Compound fluorescence, Texas Red channel, 547/618 nm; stronger effect = higher value; AID 587, 2007; max dye-equivalent concentration, M; 59,000 tested, 0.06% active; in the data active means max dye-equivalent concentration above about 10 nM; inconclusive means between about 1.1 nM and that limit
#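 Texas Red-region profiling: compounds in 100 mM Tris pH 8.0 were read at 547/618 nm after 15 min at room temperature. Intensities were normalized against a six-point Texas Red standard series to give dye-equivalent concentration.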
# Tau fil binding = qHTS Assay for Tau Filament Binding; 71,000 tested, 2% active; Microtubule-associated protein tau (Homo sapiens), P10636; Potency, µM (top dose mostly 57.1 µM), inactives show at the highest dose activity change, negative = inhibition; recombinant tau filaments, thioflavin S fluorescence, 15 h; filaments grown with octadecylsulfate alongside compound;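 further: potency means the concentration at half of the fitted maximal effect; on the % scale 0 is the no-effect control and ±100 the full control effect; actives lower thioflavin S fluorescence by blocking filaments or displacing dye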
#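 Quantitative HTS: thioflavine S signal from ODS-induced tau filaments, excited at 450 nm, emission 510 nm. Conditions: 1 uM tau, 30 uM ODS, 15 h at 37 C, pH 7.4.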
# DNA Pol III inh = qHTS Assay for Inhibitors of DNA Polymerase III Holoenzyme System | reconstituted DNA polymerase III holoenzyme replication, biochemical | Potency, µM (top dose mostly 57.1 µM), for inactives: top-dose activity change, negative = inhibition | 71,000 tested, 0.25% active | AID 603, 2007; further: potency means the concentration at half of the fitted maximal effect; on the % scale 0 is the no-effect control and ±100 the full control effect
#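 Reconstituted *E. coli* holoenzyme (0.35 nM Pol III, 1 nM beta, 154 nM SSB, 2 nM primase) was preincubated with compound for 15 min at RT. Synthesis on 1.4 nM ssM13Gori ran 35 min, then was stopped with PicoGreen/EDTA and read as dsDNA fluorescence.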
# 15-hLO inh = qHTS Assay for Inhibitors of 15-hLO (15-human lipoxygenase) | AID 887, 2007 | purified 15hLO-1, xylenol orange hydroperoxide absorbance | 74,000 tested, 1.4% active | Potency, µM (top dose mostly 57.1 µM), inactives show at the highest dose activity change, negative = inhibition, actives largely listed as inhibitors | Polyunsaturated fatty acid lipoxygenase ALOX15 (Homo sapiens), P16050; further: potency means the concentration at half of the fitted maximal effect; on the % scale 0 is the no-effect control and ±100 the full control effect; nearly all actives have a fitted effect of over 55% in size
# Target sequence (P16050 whole entry, looked up): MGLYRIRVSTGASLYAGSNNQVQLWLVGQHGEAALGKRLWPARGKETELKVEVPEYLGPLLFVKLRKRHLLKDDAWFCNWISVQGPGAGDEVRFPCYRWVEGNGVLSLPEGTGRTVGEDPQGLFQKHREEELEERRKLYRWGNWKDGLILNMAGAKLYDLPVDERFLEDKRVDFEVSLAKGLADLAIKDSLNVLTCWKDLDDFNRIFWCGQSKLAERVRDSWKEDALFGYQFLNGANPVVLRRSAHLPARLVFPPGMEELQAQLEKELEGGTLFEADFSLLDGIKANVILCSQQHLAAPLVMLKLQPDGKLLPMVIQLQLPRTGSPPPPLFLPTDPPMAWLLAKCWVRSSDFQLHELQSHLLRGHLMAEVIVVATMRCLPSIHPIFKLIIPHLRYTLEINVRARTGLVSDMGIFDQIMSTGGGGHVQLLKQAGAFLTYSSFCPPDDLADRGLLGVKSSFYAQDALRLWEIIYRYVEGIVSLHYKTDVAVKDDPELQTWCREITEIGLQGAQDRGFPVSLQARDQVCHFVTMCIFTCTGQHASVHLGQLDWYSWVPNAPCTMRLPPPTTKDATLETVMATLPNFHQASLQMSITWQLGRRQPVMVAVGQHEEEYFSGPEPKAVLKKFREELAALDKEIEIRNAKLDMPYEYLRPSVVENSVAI
#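 Quantitative HTS in 25 mM Hepes pH 7.5 containing 0.01% Triton X-100: human 15hLO-1 at 40 nM, arachidonic acid at 50 uM, 6 min turnover. Product quantified via ferrous oxidation/xylenol orange, 573:405 nm absorbance ratio.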
# Hsp90 Hop PPI = qHTS Assay for Disrupters of an Hsp90 Co-Chaperone Interaction; AlphaScreen TPR2A-His6 binding biotin-Hsp90 C-terminal peptide; Potency, µM (doses to about 57 µM), for the others: at the top dose activity change, negative = inhibition; 71,000 tested, 0.44% active; AID 595, 2007; active means well fitted curve in either direction with a large enough effect; inconclusive means small, poorly fitted or top-dose-only effect, or another doubt; further: potency means the concentration at half of the fitted maximal effect; on the % scale 0 is the no-effect control and ±100 the full control effect; many of its hits are not listed in these tables
# FLuc inh = qHTS Assay for Inhibitors of Firefly Luciferase. purified firefly luciferase, luminescence, 8 min. Potency, µM (titrated, usually from 57.1 µM), for inactives: top-dose activity change, negative = inhibition, actives largely listed as inhibitors. 72,000 tested, 2.2% active. Luciferin 4-monooxygenase (Photinus pyralis), P08659; further: potency means the concentration at half of the fitted maximal effect; on the % scale 0 is the no-effect control and ±100 the full control effect; nearly all actives have a fitted effect of over 40% in size
#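 Firefly luciferase (PKLight detection mix) with 10 uM ATP in pH 7.2 imidazole buffer (KCl, MgCl2, Tween 20, BSA). Compounds tested across a concentration series (qHTS). Luminescence read after 8 min at ambient temperature.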
# * hit, by the source's call; i = inactive; ? = inconclusive; . = not tested or not shown; & = joins results of further samples; [ ] = dose if it differs, or a comment. Unless noted, the call rests on the fitted dose curve; in most records, active means well fitted curve in the direction sought with a large enough effect; inconclusive means small, poorly fitted or top-dose-only effect, or another doubt; inactive means no such curve, though single readings can be large; an effect the other way counts as inactive or inconclusive.
SMILES,ERK AVP inh,HADH2 inh,CRE Fsk mod,Rhodamine autofl,HBB splicing,TexasRed autofl,Tau fil binding,DNA Pol III inh,15-hLO inh,Hsp90 Hop PPI,FLuc inh
CC(=O)/C=C/c1ccccc1,14%,-2%,-6%,.,-1.0%,.,2%,-10%,-2%,-1%,.
CN1C(=O)C(Cc2c[nH]c3ccccc23)C(=O)N(C)C1=O,-4%,-7%,?,1.4e-08M*,-1.5%,?,-15%,-13%,-20%,-10%,-2%
Cc1ccc2c(C)cccc2c1,8%,5%,0%,.,-0.3%,.,8%,2%,2%,-1%,.
CCCCOCCOP(=O)(OCCOCCCC)OCCOCCCC,3%,4%,-4%,.,-0.8%,.,12%,-7%,-1%,-3%,.
CN1CC[C@@]2(CCCN(C(=O)c3ccco3)C2)C1,2%,6%,-2%,i,5.4%,i,-1%,-5%,-5%,-5%,2%[11.4 µM]
CC1CCCC(C2(O)C(=O)Nc3ccccc32)C1=O (centres undefined),6%,-8%,-8%,i,7.0%,i,3%,-15%,-19%,-4%,-5%
c1ccc(CCN2CCCCCC2)nc1,-19%[11.5 µM],0%[11.4 µM],-4%[7.6 µM],i,4.0%[9.22 µM],i,5%[11.4 µM],-3%[11.4 µM],6%[11.4 µM],1%[11 µM],1%[11.4 µM]
O=C(COc1ccccc1)N1CCN(Cc2c[nH]c3ccccc23)CC1,-23%,6%,-9%,.,0.0%[9.22 µM],.,-19%,-14%,-9%,-7%,1%
O=c1[nH]c(=O)n(CCC2=CCCCC2)c(O)c1C=NCCN1CCNCC1,5%,1%,?,i,-1.8%,i,13%,-5%,-7%,-6%,3%
CC(C)(C)c1ccc(O)c(CN2CCN(c3ccccc3)CC2)c1,1%,8%,7%,i,3.8%,i,-5%,-2%,0%,-3%,4%
CCCCOc1ccc(CN2CCN(CCO)CC2)cc1,-4%,-3%,-1%,.,0.1%[9.22 µM],.,-2%,3%,5%,0%,-2%
COc1ccc(CN2CCNCC2)c(OC)c1OC,14%[25.7 µM],-7%[25.6 µM],1%[17.1 µM],i,-1.9%[20.6 µM],i,14%[25.6 µM],-7%[25.6 µM],-2%[25.6 µM],1%[26 µM],10%[25.5 µM]
Cn1ccnc1P(=S)(c1nccn1C)c1nccn1C,-10%,-18%,?,i,-2.9%,i,-4%,-16%,17%,-16%,2%
CCCCn1c(O)c(C(C)=NC(Cc2c[nH]c3ccccc23)C(=O)OC)c(=O)[nH]c1=O (centres undefined),-6%,1%,?,i,-2.1%,i,2%,-3%,2%,-3%,4%
Clc1cc(Cl)c(-c2cc(Cl)c(Cl)cc2Cl)cc1Cl,32%[activator],1%,?,.,0.2%,.,2%,7%,-8%,6%,.
CC12CN3CC(C)(CN(C1)C31CCSCC1)C2=O,-13%,2%,?,i,-0.3%,i,-5%,-1%,-1%,-9%,1%
ClCBr,-8%,-1%,-6%,.,0.3%,.,1%,-1%,1%,-2%,.
O=C(C1CCC(=O)N1Cc1ccc(F)cc1)N1CCC2(CC1)OCCO2 (centres undefined),3%,0%,6%,i,-0.4%,i,6%,-2%,9%,-1%,2%
CCCC(C)C1(CC)C(=O)NC(=Nc2ccccc2OC)NC1=O (centres undefined),-21%,-7%,-1%,i,3.6%[0.369 µM],i,-18%,-5%,-9%,3%,3%
O=C(Nc1cccc(F)c1)N1CC[C@@]2(CCCN(C(=O)Oc3ccccc3)C2)C1,9%,16%,-12%,i,3.4%,i,5%,-3%,0%,-2%,1%[11.4 µM]
C#CCO,16%,-6%,-3%,.,-0.1%,.,3%,-2%,1%,6%,.
CC(=NCC1CCCO1)c1c(O)n(C)c(=O)n(C)c1=O (centres undefined),-9%,3%,8%,i,-1.3%[57.5 µM],i,-3%,-7%,-3%,-4%,0%
COC(=O)CSC1=NP(=S)(SCC(=O)OC)N2CCCC2=C1C#N (centres undefined),11%,-19%,?,i,0.0%[0.369 µM],?,-23%,4%,-6%,-10%,1%
Cn1c(=O)cc(OCC(=O)N2CCN(C3CCCCC3)CC2)c2ccccc21,-18%,-3%,10%,.,-0.5%,.,39%,2%,3%,-4%,1%
COc1cc(C(O)P(=O)(OC2CCCCC2)c2ccc(N(C)C)cc2)cc(OC)c1OC (centres undefined),1%,1%,?,i,4.2%[0.369 µM],i,2%,-1%,?,-11%,2%
CN1C[C@H](C(=O)N[C@]2(C)O[C@]3(O)[C@H]4CCCN4C(=O)[C@H](Cc4ccccc4)N3C2=O)C[C@H]2c3cccc4[nH]cc(c34)C[C@@H]21,0%[25.7 µM],10%[25.6 µM],-29%[17.1 µM],i,-0.9%[20.6 µM],i,9%[25.6 µM],-3%[25.6 µM],3%[25.6 µM],-5%[26 µM],-2%[25.5 µM]
O=C(O)[C@@H]1[C@H](C(=O)O)[C@]2(Cl)C(Cl)=C(Cl)[C@@]1(Cl)C2(Cl)Cl,?,-20%[11.4 µM],9%[7.6 µM],i,1.2%[9.22 µM],i,-8%[11.4 µM],2µM*,2.5µM*,-2%[11 µM],0%[11.4 µM]
O=C(NCc1cccnc1)NC1CCCCC1,-8%,7%,1%,i,.,i,-5%,-8%,4%,-1%,2%
CN(C)C(=O)Oc1ccc[n+](C)c1,23%&58%,21%,-4%,i,0.2%,i,6%,-2%,1%&-11%,-11%,0%[25.5 µM]
C[C@H](CCC(=O)O)[C@H]1CC[C@@H]2[C@H]3CC[C@H]4C[C@H](O)CC[C@@]4(C)[C@@H]3CC[C@@]21C,-9%[11.5 µM],-2%[11.4 µM],1%[7.6 µM],i,1.2%[9.22 µM],i,11%[11.4 µM],-10%[11.4 µM],11%[11.4 µM],-1%[11 µM],4%[11.4 µM]
Oc1ccccc1Cl,22%,0%,0%,.,-0.2%,.,4%,0%,-2%,-9%,.
N#CSCSC#N,16µM*,?,?,.,-1.6%,.,2%,-8%,4%,-8%,.
C[C@@H](Cc1ccc(Cl)cc1Cl)NO,15%[11.5 µM],5%[11.4 µM],-3%[7.6 µM],i,3.0%[9.22 µM],i,7%[11.4 µM],-13%[11.4 µM],?,-4%[11 µM],1%[11.4 µM]
NCC#Cc1ccccc1,8%,-8%,-10%,i,0.5%,i,-2%,-9%,3%,-6%,1%
CCCNC(=O)c1c(N)n(Cc2ccc3c(c2)OCO3)c2nc3ccccc3nc12,-16%,-68%,?,i,-4.0%[57.5 µM],i,18%,-3%,-4%,3%,1%
Oc1ccc([C@H](O)[C@@H]2CCCCN2)cc1O,-10%[11.5 µM],1µM*,-4%[7.6 µM],i,2.9%[9.22 µM],i,0%[11.4 µM],-12%[11.4 µM],-1%[11.4 µM],-3%[11 µM],-1%[11.4 µM]
Cc1ccccc1N1C(=O)CC(=O)NC1=O,-13%,-26%,-10%,i,1.7%,i,-12%,-2%,-10%,-10%,-1%
CCOC(=O)C1=C(C)OC(N)=C(C(=O)OCC)C12C(=O)Nc1ccc(Br)cc12 (centres undefined),5%,1%,-18%,i,-2.0%,?,-6%,-5%,-9%,1%,2%
Cc1nn(-c2ccccc2)c(Cl)c1C1C(C#N)=C(N)Oc2c1c(=O)oc1ccccc21 (centres undefined),-7%,3%,15%,i,.,i,10%,-5%,-27%,-3%,0%
Cc1nn(CCC#N)c2c1P(=S)(N1CCCC1)OC(c1ccc(F)cc1)=N2 (centres undefined),20%,?,-6%,i,-2.6%,i,-5%,-6%,?,-2%,-1%
[O-][Cl+]O,18%,-3%,-4%,.,0.8%,.,-2%,-7%,6%,2%,.

# A portion of the library (hit frequency here may not be typical).
